MrgX1 antagonist – blocks BAM8-22 activation of human MrgX1 receptor | MRGX1-HEK293 calcium flux, Fluo-4, BAM8-22 antagonism; hits give low values | actives 1.3% (n = 310,000) | B-score at 10 µM;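 active means calcium-response B-score plate-corrected more than 3 library SD below zero, starting fluorescence within 5 deviations, no agonist response on first addition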;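 further: peak minus trough fluorescence over baseline after final BAM8-22 challenge near maximal dose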
TRPC6 inh – inhibitors of mouse TRPC6 channel; actives 1.1% (n = 310,000); Q61143; HEK293-TRPC6, membrane potential dye, ACh-evoked depolarization; hits give low values; AID 2553; B-score at 10 µM;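 active means B-score under library mean minus 3 SD, initial fluorescence not abnormally high, positive integrated signal ratio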;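 further: B-score derived from integrated fluorescence ratio over the kinetic read; more negative B-score means stronger inhibition of depolarization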
SKKanGAS inh – blocks kanamycin growth of S. pyogenes SKKanGAS strain | inhibition, % at 7.5 µM | actives 1.3% (n = 300,000) | BacTiter-Glo, 6 h | AID 1662;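 active means mean replicate score, as percent of positive control median, at least 50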;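 further: strain carries kanamycin resistance gene driven by streptokinase promoter and grows in 40 µg/ml kanamycin; loss of luminescence reflects streptokinase promoter inhibition or plain growth inhibition; 0% = median of DMSO wells and 100% = positive control at its reference dose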
MrgX1 allo act – allosterically activates human MrgX1 receptor signaling | MrgX1-HEK293, Fluo-4 calcium flux, FDSS; hits give high values | Q96LB2 | B-score at 10 µM | actives 0.63% (n = 310,000);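 active means plate-corrected calcium response at least 3 library SD above typical, normal starting fluorescence, not activating the receptor alone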;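 further: compound read alongside a low EC10 to EC30 dose of BAM8-22 agonist; peak minus trough fluorescence over baseline measured at the second addition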
TMEM16A act – activators or potentiators of mouse TMEM16A chloride channel; Q8BHY3; HEK293 TMEM16A/YFP-H148Q/I152L, iodide quench fluorescence; hits give low values; B-score at 10 µM; actives 0.3% (n = 340,000);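 active means fluorescence-ratio B-score plate-corrected deviation score at least 3 library SD below zero, with starting fluorescence score within 5 deviations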;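 further: channel opened by trigger with iodide after compound preincubation; score built on the fluorescence ratio of max minus min over baseline; more negative score means more quench and so TMEM16A activation or potentiation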
Target sequence (Q8BHY3 whole entry, looked up): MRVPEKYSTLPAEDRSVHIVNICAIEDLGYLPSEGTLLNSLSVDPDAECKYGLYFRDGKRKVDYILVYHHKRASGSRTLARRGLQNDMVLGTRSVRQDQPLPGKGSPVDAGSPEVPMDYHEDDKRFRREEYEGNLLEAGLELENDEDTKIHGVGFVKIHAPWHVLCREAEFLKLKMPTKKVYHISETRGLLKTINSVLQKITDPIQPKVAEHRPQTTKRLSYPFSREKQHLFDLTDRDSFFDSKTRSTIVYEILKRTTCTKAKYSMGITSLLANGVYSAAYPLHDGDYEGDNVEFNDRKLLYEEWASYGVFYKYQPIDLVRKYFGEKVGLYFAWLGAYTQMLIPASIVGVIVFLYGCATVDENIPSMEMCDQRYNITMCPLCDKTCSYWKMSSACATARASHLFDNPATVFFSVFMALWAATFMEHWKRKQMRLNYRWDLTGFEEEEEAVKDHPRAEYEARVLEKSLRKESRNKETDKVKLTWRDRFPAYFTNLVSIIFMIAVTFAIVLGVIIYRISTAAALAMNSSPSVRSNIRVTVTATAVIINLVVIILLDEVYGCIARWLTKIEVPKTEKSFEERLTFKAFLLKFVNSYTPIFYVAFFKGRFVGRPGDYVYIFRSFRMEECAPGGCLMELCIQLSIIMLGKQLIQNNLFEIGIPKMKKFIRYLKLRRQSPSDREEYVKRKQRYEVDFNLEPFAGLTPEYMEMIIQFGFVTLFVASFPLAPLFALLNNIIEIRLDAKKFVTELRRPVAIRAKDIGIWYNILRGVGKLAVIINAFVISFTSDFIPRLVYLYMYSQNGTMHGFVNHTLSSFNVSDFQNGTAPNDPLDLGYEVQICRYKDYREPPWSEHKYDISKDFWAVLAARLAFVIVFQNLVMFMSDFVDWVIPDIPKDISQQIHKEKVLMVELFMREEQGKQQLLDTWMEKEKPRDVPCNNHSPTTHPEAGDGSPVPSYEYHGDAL
MrgX1 ag – human MrgX1 receptor agonism, primary screen; AID 588627; actives 0.44% (n = 310,000); MrgX1-HEK293 cells, Fluo-4 calcium fluorescence, agonist mode; hits give high values; B-score at 10 µM;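 active means calcium response B-score plate-corrected fluorescence ratio at least 3 library SD, with starting fluorescence B-score inside 5 SD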
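System: HEK293 cells stably expressing human MrgX1 receptor; Dosing: test compound in the initial addition of three; Schedule: overnight plating, then 30 min 37 °C plus 30 min room-temperature dye loading; Detection: kinetic calcium dye fluorescence, Fluo-4 NW; Controls: per-plate positive and negative controls for Z′ factor.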
TRPC6 activator – activates the mouse TRPC6 cation channel; Q61143; HEK293-TRPC6 membrane potential dye fluorescence; hits give high values; B-score at 10 µM; actives 0.13% (n = 310,000);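 active means B-score of the integrated fluorescence ratio above library mean plus 3 SD, and starting fluorescence ratio within library mean plus 5 SD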;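 further: higher score means more depolarization so channel activation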
TRPC4 potent – allosterically enhances the mouse TRPC4 cation channel. AID 2227. actives 0.42% (n = 310,000). HEK293 TRPC4beta/mu-opioid, DAMGO EC20, Fluo-4 Ca2+ flux; hits give high values. Q9QUQ5. B-score at 10 µM;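 active means B-score of calcium response area above 5 SD of library B-scores, with initial fluorescence ratio within 5 SD of library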;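 further: B-score of integrated fluorescence ratio over time as area under calcium response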
TRPC4 block – inhibitors of mouse TRPC4 channel. HEK293 TRPC4beta/mu-opioid, DAMGO-evoked Fluo4 calcium flux; hits give low values. B-score at 10 µM. actives 0.39% (n = 300,000). AID 2247;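 active means B-score over 3 SD under the library average, no early fluorescence shift, positive overall ratio signal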
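Assay system – HEK293 line stably carrying TRPC4beta and mu-opioid receptor · Doses – single dose · Detection – Fluo4 calcium-dye fluorescence, kinetic read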
TMEM16A inh – blocks the mouse calcium-activated chloride channel TMEM16A; Q8BHY3; HEK293 TMEM16A/YFP iodide influx fluorescence, ionomycin; normalized B-score (activity score, 25-100; higher = stronger inhibition) at 10 µM; actives 1.2% (n = 310,000); AID 588511;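 active means ratio plate-corrected score three or more library SD toward inhibition, starting fluorescence score within five deviations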;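 further: score derived from kinetic fluorescence span divided by baseline fluorescence per well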
TRPC4 agonist – opens the mouse TRPC4 cation channel. Q9QUQ5. HEK293 TRPC4beta/mu-opioid, Fluo4 calcium fluorescence; hits give high values. B-score at 10 µM. actives 0.49% (n = 310,000). AID 2237;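 active means B-score above 5 SD of library B-scores, and initial fluorescence ratio not above library mean plus 5 SD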;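 further: positive B-score marks a calcium rise read as TRPC4 activation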
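Assay system – TRPC4beta and mu-opioid receptor HEK293 stable cells · Measured by – Fluo4 fluorescence, kinetic · Schedule – dye loading 45 min room temperature, 110 s kinetic read · Read-out – B-scored integrated calcium fluorescence ratio · Controls – buffer and maximal DAMGO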
An asterisk follows results filed as active; i = inactive; / = not tested or not shown.

molecule,MrgX1 antagonist,TRPC6 inh,SKKanGAS inh,MrgX1 allo act,TMEM16A act,MrgX1 ag,TRPC6 activator,TRPC4 potent,TRPC4 block,TMEM16A inh,TRPC4 agonist
O=C1NC2(CCCCC2)C(=O)N1Cc1cc(=O)n2ccsc2n1,i,i,-1,i,i,i,i,i,i,i,i
NC(=O)C(c1cccc(Cl)c1)c1ncc(C(F)(F)F)cc1Cl (configuration not stated),i,i,9,i,i,i,i,15*,i,i,i
C=CCN1C(=O)CSc2ccc(C(=O)NCc3ccco3)cc21,i,i,1,i,i,i,i,i,i,i,i
Cc1cc(C(=O)NC2CC(C)(C)Cc3c2cnn3-c2cccc(F)c2)n(C)n1 (configuration not stated),i,i,-4,i,i,i,i,i,i,i,i
CCOc1ccc(NC(=O)CN(C)C(=O)CSCc2cccc(C)c2)cc1OCC,i,i,-2,i,i,i,i,i,i,i,i
COc1ccc(OC)c(NC(=O)CSc2nnnn2-c2ccc3c(c2)OCO3)c1,i,i,-5,i,i,i,i,i,i,i,i
Cc1cc(=O)oc2cc(OCC(=O)NCC3CCC(C(=O)O)CC3)ccc12 (configuration not stated),i,i,0,i,i,i,i,i,i,i,i
Clc1ccc2[nH]c3c(N4CCC5(CC4)OCCO5)ncnc3c2c1,i,i,9,i,/,42*,i,i,i,100*,i
Cc1cc(NC(=O)c2cc(C(C)(C)C)oc2C)no1,i,i,-56,i,i,i,i,i,i,i,i
O=C(Nc1cccc(F)c1)C1CCN(C(=O)NCc2ccccc2)CC1,i,i,12,i,i,i,i,i,i,i,i
Cc1ccc(S(=O)(=O)Nc2ccccc2C(=O)N2CCN(C)CC2)cc1,i,i,43,i,i,i,i,i,i,i,i
COc1cccc2sc(Nc3nnc(-c4cccs4)o3)nc12,i,i,92*,i,i,i,i,i,i,i,i
CCOc1ccc(C(c2c(O)nc(SC)n(C)c2=O)c2c(O)nc(SC)n(C)c2=O)cc1,i,i,4,i,i,i,i,i,i,i,i
CC[C@@]12C(=O)N(c3ccc(C)cc3)C(=O)N1[C@H](c1ccc(Br)cc1)[C@@H]1C(=O)N(C(C)(C)C)C(=O)[C@@H]12,i,i,-4,i,i,i,i,i,i,i,i
COC(=O)CC1C(=O)NCCN1C(=S)NC(=O)c1sc2ccccc2c1Cl (configuration not stated),i,i,-9,i,i,i,i,i,i,i,i
CN(C)c1ccc(-c2noc(-c3ccccc3O)n2)cc1,i,i,-7,i,i,i,i,i,i,i,i
CCS(=O)(=O)c1ccc2oc(SCC(=O)Nc3ccc(OC)c(OC)c3)nc2c1,i,i,-5,i,i,i,i,i,i,i,i
CCc1ccc(/C=C2/C(=O)N(c3ccccc3)C(=S)N2CC(=O)OC)s1,i,i,-1,i,i,i,i,i,i,i,i
COc1ccc(C(=O)NNc2ccccc2)cc1,i,i,-2,i,i,i,i,i,i,i,i
Cc1cccc(N2CCN(C(=O)c3ccc(NS(=O)(=O)c4c(C)noc4C)cc3)CC2)c1C,i,i,24,i,i,i,i,i,i,i,i
CCCc1[nH]nc2c1C(c1ccc(O)cc1OCC)C(C#N)=C(N)O2 (configuration not stated),i,i,-12,i,i,i,i,i,i,i,i
O=C(NCc1ccc2c(c1)OCO2)C(=S)N1CCOCC1,i,i,1,i,i,i,i,i,i,i,i
Nc1c(Cl)cc(C2=NCCn3nc4cc(C(F)(F)F)ccc4c32)cc1Cl,i,i,27,i,i,i,i,i,i,i,i
Cc1cc(C)c(NC(=O)CSc2nc3ccncc3[nH]2)c(C)c1,i,i,3,i,i,i,i,i,i,i,i
Cc1ccc(CN2CCN(Cc3nc4ccccc4nc3C)CC2CCO)cc1 (configuration not stated),i,i,22,i,i,i,i,i,i,i,i
Brc1cc(Cc2nnc(-c3ccccc3)o2)c(Br)s1,i,i,19,i,i,i,i,i,i,i,i
C#CCOCCOCCOCCNc1nc(N2CCN(C(=O)[C@H]([C@@H](C)CC)n3cc([C@@H](N)Cc4ccc(O)cc4)nn3)CC2)nc(N2CCN(C(=O)[C@H](Cc3ccc(O)cc3)n3cc([C@@H](N)C(C)CC)nn3)CC2)n1 (some centres not stated),i,i,-1,i,i,i,i,i,i,i,i
Cc1cc(CC(C)C)n(-c2nc3ccccc3c(=O)n2OCc2ccccc2)n1,i,i,19,i,i,i,i,i,i,i,i
O=c1c(-c2ccccc2)coc2cc(O)ccc12,i,i,1,i,i,i,i,i,i,i,i
CCOc1ccccc1C(=O)NCCCCNC(=O)c1ccccc1OCC,i,i,-7,i,i,i,i,i,i,i,i

Entries of single compounds as entered above. Order of values: MrgX1 antagonist | TRPC6 inh | SKKanGAS inh | MrgX1 allo act | TMEM16A act | MrgX1 ag | TRPC6 activator | TRPC4 potent | TRPC4 block | TMEM16A inh | TRPC4 agonist
Entry for O=C(Nc1cccc(F)c1)C1CCN(C(=O)NCc2ccccc2)CC1 = i | i | 12 | i | i | i | i | i | i | i | i
Entry for Cc1cc(=O)oc2cc(OCC(=O)NCC3CCC(C(=O)O)CC3)ccc12 (configuration not stated) = i | i | 0 | i | i | i | i | i | i | i | i

Further results:
molecule,MrgX1 antagonist,TRPC6 inh,SKKanGAS inh,MrgX1 allo act,TMEM16A act,MrgX1 ag,TRPC6 activator,TRPC4 potent,TRPC4 block,TMEM16A inh,TRPC4 agonist
CCc1nc2oc3ccccc3c(=O)c2c(=O)n1Cc1ccc(OC)cc1,i,i,22,i,i,i,i,i,i,i,i
NS(=O)(=O)c1ccc(NC(=O)c2ccc(F)cc2F)c(NC(=O)c2ccc(F)cc2F)c1,i,i,-3,i,i,i,i,i,i,i,i
COc1cccc2c(=O)n(CC(=O)Nc3ccc(F)cc3F)ccc12,i,i,-1,i,i,i,i,i,i,i,i
O=C(CNc1ccccc1)N/N=C/c1ccc([N+](=O)[O-])cc1,i,i,-4,i,i,i,i,i,i,i,i
O=C1NC[C@H](c2ccccc2)N(CCC23CC4CC(CC(C4)C2)C3)C1=O,i,i,-2,i,i,i,i,i,i,i,i
COc1ccc(NC(=O)CSc2ncnc3c2nnn3-c2ccc(F)cc2)c(OC)c1,i,i,1,i,i,i,i,i,i,i,i
CC(Nc1ccc(Br)cn1)c1cc(Cl)ccc1O (configuration not stated),/,i,3,/,i,/,i,i,i,/,i
COc1ccc(S(=O)(=O)N2CCN(C(=O)c3ccco3)CC2)cc1OC,i,i,-14,i,i,i,i,i,i,i,i
CN(Cc1ccccc1)S(=O)(=O)c1ccc(N2CCOCC2)nc1,i,i,10,i,i,i,i,i,i,i,i
O=c1cc(N2CCCCC2)c(-c2ccccc2)nn1Cc1cccc(Cl)c1,i,i,52*,i,i,i,i,i,i,i,i
CN(C(=O)COC(=O)c1ccc2[nH]c3c(c2c1)CCCC3)C1CCS(=O)(=O)C1 (configuration not stated),i,i,-13,i,i,i,i,i,i,i,i
[NH-]c1ncnc2c1N=C[N+]2=CC=CCO,i,i,0,i,i,i,i,i,i,i,i
Cc1n[nH]c(C)c1S(=O)(=O)Nc1ccc2c(c1)OCCO2,i,i,-3,i,i,i,i,i,i,i,i
Cc1ccc(C)c(NC(=S)NC(C)C(c2ccccc2)N2CCN(C)CC2)c1 (configuration not stated),i,i,0,i,i,i,i,i,i,i,i
O=[N+]([O-])c1ccc(NC(=S)NCc2ccncc2)cc1,-4.7*,i,7,i,i,i,i,i,i,i,i
COc1ccc(C(C)NC(=O)Cc2ccc(Br)cc2)cc1 (configuration not stated),i,i,-2,i,i,i,i,i,i,i,i
CN(C)n1cccc1/C=C(\C#N)S(=O)(=O)c1ccc(Cl)cc1,i,i,2,i,i,i,i,i,i,i,i
Cc1ccc(N2C(=O)CC(Cc3cc(C)cc(C)c3)C2=O)cc1 (configuration not stated),i,i,0,i,i,i,i,i,i,i,i
COc1cc2ccccc2cc1C(=O)Nc1sc2c(c1C(N)=O)CCN(C(C)C)C2,i,i,1,i,i,i,i,i,i,i,i
COc1cc2c(c(OCC(=O)NC(C)C)c1)C(=O)O[C@@H](C)CCCC(=O)CCCCC2,i,i,0,i,/,i,i,i,i,i,i
Cc1ccccc1C(=O)NC1CC2CCCC(C1)N2C(=O)Nc1ccccc1 (configuration not stated),i,i,-1,i,i,i,i,i,i,i,i
Cc1sc2nc(C)n(/N=C/c3ccccc3O)c(=O)c2c1C,i,i,-2,i,i,i,i,i,i,i,i
O=C(NC1CCCC1)C1CCCN1C(=O)Oc1ccccc1 (configuration not stated),i,i,0,i,i,i,i,i,i,i,i
CCc1nnc(NC(=O)C2(C)COC(c3ccc(OC)cc3)OC2)s1 (configuration not stated),i,i,2,i,i,i,i,i,i,i,i
CC(NC(=O)Cc1ccccc1)c1ccc(F)cc1 (configuration not stated),i,i,-9,i,i,i,i,i,i,i,i
O=C(Nc1cccc(Cl)c1)Nc1ccccc1-n1ccnc1,i,i,3,i,i,i,i,i,i,i,i
Cc1c(N(C)C(=O)C23CC4CC(CC(C4)C2)C3)c(=O)n(-c2ccccc2)n1C,i,i,-2,i,i,i,i,i,i,i,i
O=C(O)c1ccccc1C(=O)Nc1nc(-c2ccccc2)cs1,i,i,-2,i,i,i,i,i,i,i,i
CCOC(=O)C1(Cc2ccc(Cl)cc2)CCN(C2CCC2)CC1,i,i,-7,i,i,i,i,i,i,i,i
Cc1sc2ncn(CC(=O)N(CC(=O)NC3CCCC3)Cc3cccs3)c(=O)c2c1C,i,i,-12,i,i,i,i,i,i,i,i

molecule,MrgX1 antagonist,TRPC6 inh,SKKanGAS inh,MrgX1 allo act,TMEM16A act,MrgX1 ag,TRPC6 activator,TRPC4 potent,TRPC4 block,TMEM16A inh,TRPC4 agonist
Cc1ccc(S(=O)(=O)CCC(=O)Nc2cc(Cl)ccc2-n2cncn2)cc1,i,i,16,i,i,i,i,i,i,i,i
CCCN1CCC(NC(=O)Cc2ccccc2OC)CC1,i,i,0,i,i,i,i,i,i,i,i
Cc1ccc(Cl)cc1N1CCN(C2CCCCC2NS(=O)(=O)c2ccccc2)CC1 (configuration not stated),i,i,6,i,-9.7*,i,i,i,i,i,i
C#CCOc1c(Cl)cc(/C=C2/C(=O)ON=C2C)cc1OCC,i,i,-3,i,i,i,i,i,i,i,i

Screens from PubChem BioAssay.

An unsorted share of the library; overall some 6.7% were active at least once.
